TDP43 rescue – qHTS of TDP-43 Inhibitors; AID 652104, 2013; Potency, µM (highest dose often 46.1 µM), for the others: at the top dose growth rescue (activation), most hits filed as activators; TDP-43 expressing yeast growth rescue, BacTiter-Glo, 24 h; 1.8% of 410,000 active; also: % of control where 0% means no effect; nearly all actives have a fitted effect of over 50% in size
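Cell-based yeast growth screen: TDP-43 expression induced in galactose, inoculum OD600=0.02 after raffinose pregrowth to mid-log. Read-out BacTiter-Glo luminescence at 24 hr, 30 deg C; inhibition of toxicity seen as signal increase.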
EPAC2 antagonist – qHTS for Antagonist of cAMP-regulated guanine nucleotide exchange factor 2 (EPAC2): primary screen; EPAC2 GEF exchange of Rap1B-BODIPY-GDP, fluorescence; Potency, µM (top dose mostly 114 µM), inactives show top-dose activity, negative = inhibition, most hits filed as inhibitors; 0.18% of 360,000 active; AID 720708, 2013; also: % is scaled to controls: 0 for no effect and ±100 for the full control effect; nearly all actives have a fitted effect of over 45% in size; many of its hits are not listed in these tables
EPAC1 antag – qHTS for Antagonist of cAMP-regulated guanine nucleotide exchange factor 3 (EPAC1): primary screen; Rap guanine nucleotide exchange factor 3 (Homo sapiens), O95398; EPAC1 GEF assay, Rap1b-BODIPY-GDP exchange fluorescence; Potency, µM (highest dose often 115 µM), without a hit: at the highest dose activity change, negative = inhibition, most hits filed as inhibitors; 0.14% of 360,000 active; AID 720709, 2013;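 also: plate controls were vehicle for no effect and positive control for full effect; nearly all actives have a fitted effect of over 50% in size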
Target sequence (O95398 whole entry, looked up): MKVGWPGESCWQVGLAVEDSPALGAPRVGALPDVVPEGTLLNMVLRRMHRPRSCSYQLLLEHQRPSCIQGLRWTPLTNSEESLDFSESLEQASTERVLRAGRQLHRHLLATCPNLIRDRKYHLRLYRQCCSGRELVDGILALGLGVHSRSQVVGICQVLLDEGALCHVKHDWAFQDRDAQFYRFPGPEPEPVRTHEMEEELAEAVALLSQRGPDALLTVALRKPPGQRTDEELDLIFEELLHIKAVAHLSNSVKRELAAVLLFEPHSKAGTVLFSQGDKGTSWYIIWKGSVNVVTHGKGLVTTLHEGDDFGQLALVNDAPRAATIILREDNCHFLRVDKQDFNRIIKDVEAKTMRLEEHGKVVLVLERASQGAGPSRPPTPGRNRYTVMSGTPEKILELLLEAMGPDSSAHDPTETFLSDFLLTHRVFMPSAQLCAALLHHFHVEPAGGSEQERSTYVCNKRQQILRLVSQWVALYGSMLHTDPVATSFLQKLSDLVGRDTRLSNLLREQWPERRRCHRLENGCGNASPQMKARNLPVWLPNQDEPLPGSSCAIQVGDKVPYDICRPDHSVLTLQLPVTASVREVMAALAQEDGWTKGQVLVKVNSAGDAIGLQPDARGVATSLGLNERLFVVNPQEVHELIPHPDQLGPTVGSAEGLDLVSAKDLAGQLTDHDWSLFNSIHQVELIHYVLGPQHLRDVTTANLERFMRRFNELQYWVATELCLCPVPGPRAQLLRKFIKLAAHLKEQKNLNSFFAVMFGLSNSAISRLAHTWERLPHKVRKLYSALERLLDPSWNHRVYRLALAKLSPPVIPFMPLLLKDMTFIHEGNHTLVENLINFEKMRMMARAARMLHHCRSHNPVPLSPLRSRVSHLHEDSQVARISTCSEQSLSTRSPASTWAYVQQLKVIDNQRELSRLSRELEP
EPAC1 agonist – qHTS for Agonist of cAMP-regulated guanine nucleotide exchange factor 3 (EPAC1): primary screen | AID 720707, 2013 | Rap guanine nucleotide exchange factor 3 (Homo sapiens), O95398 | 0.073% of 360,000 active | EPAC1 agonist qHTS, biochemical assay; response scale: 100% = response to 6.5 mM cAMP | Potency, µM (doses to about 154 µM), without a hit: at the highest dose activation, most hits filed as activators; also: nearly all actives have a fitted effect of over 60% in size
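Normalized to 6.5 mM cAMP, activity reflects EPAC1-catalysed release of BODIPY-GDP from Rap1B, followed kinetically over 30 min at 480 nm excitation, 540 nm emission. Reaction contained 100 nM EPAC1, 250 nM Rap1B-BODIPY-GDP, 50 uM GDP.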
PTHR1 agonist – qHTS for PTHR1 Agonists: Primary Screen | 0.075% of 410,000 active | Potency, µM (titrated, usually from 115 µM), inactives show at the top dose activation, actives largely listed as activators | Parathyroid hormone/parathyroid hormone-related peptide receptor (Homo sapiens), Q03431 | HEK293 GP2 PTHR1 cells, GloSensor cAMP luminescence, 1 h; also: nearly all actives have a fitted effect of over 55% in size; some results filed as inactive show a strong effect at the top dose; inactives centre near -15; many of its hits are not listed in these tables
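HEK-293-derived GP2 cells expressing PTHR1 and a GloSensor cAMP reporter, 3,000/well, plated overnight, given luciferin plus IBMX (each 0.5 mM as added) for 1 h at 37 °C, then compound for 1 h at 37 °C. Luminescence was read after 15 min at room temperature.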
FUS suppressor – qHTS for Suppressors of FUS Proteinopathy: Primary screen using FUS-linked yeast assay | S. cerevisiae FUS-expressing, growth rescue, OD600, 24 h | 0.24% of 390,000 active | Potency, µM (highest dose often 76.6 µM), inactives show at the highest dose growth rescue (activation), usual class: activators;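 also: plate controls were DMSO vehicle for no effect and reference control for full effect; nearly all actives have a fitted effect of over 55% in size; some results filed as inactive show a strong effect at the top dose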
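Quantitative HTS measuring growth restoration of FUS-toxic yeast. Galactose-induced cells (OD 0.005) were exposed 24hr at 30C to compounds at several concentrations, then absorbance at 600 nm was recorded.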
EPAC2 agonist – qHTS for Agonist of cAMP-regulated guanine nucleotide exchange factor 4 (EPAC2): primary screen | AID 720711, 2013 | Potency, µM (series often up to 154 µM), for inactives: at the highest dose activation, usual class: activators | 0.079% of 360,000 active | EPAC2 activation, biochemical qHTS; response scale: 100% = 6.5 mM cAMP response; also: nearly all actives have a fitted effect of over 50% in size
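Guanine nucleotide exchange by EPAC2 is measured as reduced fluorescence of BODIPY-GDP once it is released from 250 nM Rap1B. Plates are read kinetically for 30 min at room temperature; results are scaled to 6.5 mM cAMP.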
aSyn rescue – qHTS of alpha-syn Inhibitors; Potency, µM (doses to about 46.1 µM), inactives show at the top dose growth rescue (activation), usual class: activators; 0.14% of 370,000 active; Yeast expressing alpha-synuclein, growth rescue, BacTiter-Glo, 24 h; also: % of control where 0% means no effect; nearly all actives have a fitted effect of over 65% in size
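Readout is rescue of growth in alpha-synuclein-expressing yeast, so inhibitors of toxicity appear as activators. Growth after 24 hr at 30 deg C in galactose medium is quantified by luminescence.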
Starred values were filed as active, the others as inactive; i = inactive; ? = inconclusive; nt = not tested or not shown; [ ] = another dose, or the depositor's remark. Calls follow the shape of the dose curve; as a rule, active = well fitted curve in the direction sought with a large enough effect; inconclusive = small, poorly fitted or top-dose-only effect, or another doubt; inactive = no such curve, though single readings can be large; an effect the other way counts as inactive or inconclusive. Potency is read from the fitted curve at half-maximal effect.

SMILES | TDP43 rescue | EPAC2 antagonist | EPAC1 antag | EPAC1 agonist | PTHR1 agonist | FUS suppressor | EPAC2 agonist | aSyn rescue
Cc1nc2cc(NS(=O)(=O)c3ccccc3F)ccc2s1 | 12% | -3% | -3% | 7% | -4% | 1% | 7% | 0%
Cc1nnc(SCC(=O)Nc2nsc(-c3ccc(C(C)(C)C)cc3)n2)s1 | 7% | -3% | ? | -4% | -67%[inhibitor] | 41% | 18% | 0%
CC1=NNC(=O)c2ccccc2O1 | nt | 5% | -7% | -1% | 17% | 15% | 9% | -2%
CC(=O)Nc1ccc(S(=O)(=O)NC(C)(C#N)C2CC2)cc1 (centres undefined) | 0% | 1% | -10% | 0% | i | 2% | 3% | 1%
CCOc1ccc(C2C(C#N)=C(N)N3C(=C2C#N)Sc2ccccc23)cc1 (centres undefined) | -17% | 10% | 4% | 1% | -20%[57.5 µM] | 24% | 10% | 2%
COc1ccc(-c2cn3cc(C)ccc3n2)cc1OC | ? | 9% | 5% | -5% | -15%[57.5 µM] | 17% | -3% | ?
COc1ccc(C(=O)NCCn2ccc3ccccc32)cc1 | ? | 1% | -5% | 0% | -16%[57.5 µM] | -2% | 2% | 11%
O=C(NCc1ccc(F)cc1)C1CC(=O)N(Cc2ccco2)C1 (centres undefined) | 1% | 11% | -16% | -9% | -9% | -2% | 1% | 0%
O=C(Cn1c(=O)oc2ccccc21)Nc1ccc(F)c(F)c1 | 6% | 5% | 7% | -11% | i | -34% | -1% | -4%
COc1ccc(NC(=O)C[C@H]2C(=O)N(Cc3ccccc3)C[C@@H]2Cc2ccccc2)cc1 | ? | -16% | -11% | -1% | -86%[inhibitor] | ? | 8% | 0%
O=C(Cn1cc2c(n1)CCCC2)NCCc1ccccc1 | 15% | 1% | -8% | 1% | -18% | -15% | 12% | 1%
Cc1cc2nc(-c3ccc(SCc4ccc(C#N)cc4)nc3)[nH]c2cc1C | -24% | -2% | 3% | 10% | i | ? | 13% | -30%[inhibitor]
Cc1cc(NC(=O)C(C)SCC(=O)Nc2ccc(C(=O)OC(C)C)cc2)no1 (centres undefined) | 1% | 3% | 0% | 8% | i | -39% | 0% | -4%
CC(C)OC(=O)C1C(=O)CC(C)(O)C(C(=O)OC(C)C)C1c1ccccc1 (centres undefined) | -1% | 8% | -4% | -1% | i | 36% | -1% | 1%
COc1ccc2cc(C(=O)/C=C/c3cc(OC)c(OC)c(OC)c3)ccc2c1 | 0% | 2% | 9% | 4% | i | 30% | 9% | 1%
COc1ccc(/C=C2\CCC(C3CCCC3)C2=O)cc1OC (centres undefined) | 23% | -12% | -5% | 5% | -27% | -1% | -2% | 1%
Cc1ccc2ccc3ccc(C)nc3c2n1 | 4.5µM* | -8% | 6% | -2% | -24% | -30% | 8% | -20%
Cc1cccc(C)c1Nc1c(-c2ccsc2)nc2ncccn12 | 14% | -13% | 0% | -15% | -5% | nt | -2% | -15%
CCCCn1c(N)c(N(CCC(C)C)C(=O)CCCc2nc3ccccc3s2)c(=O)[nH]c1=O | 13% | -3% | -5% | -6% | i | 16% | -8% | 6%
Cc1ccc(OCCC(=O)OCC(=O)Nc2ccc(Cl)cn2)cc1 | 13% | 3% | -4% | -8% | -16%[57.5 µM] | 11% | 0% | 7%
COC(=O)C1C(=O)CC(C)(O)C(C(=O)OC)C1c1ccc2c(c1)OCO2 (centres undefined) | -24% | 0% | 9% | 0% | i | -9% | 0% | -1%
Fc1ccc2c(-c3cccc(C(F)(F)F)c3)c(-c3ccccc3)ncc2c1 | 21% | ? | -7% | 7% | i | 6% | -5% | -34%[inhibitor]
O=S(=O)(NC1c2cccc3cccc(c23)C1N1CCN(CCO)CC1)c1ccccc1 (centres undefined) | -9% | -3% | 4% | 7% | -11%[57.5 µM] | 36% | 0% | -1%
Cc1cc(OC(=O)c2c(F)cc(F)cc2F)nc(C)n1 | -8% | 4% | -5% | 7% | i | -3% | 3% | -9%
Cn1cnnc1SCC(=O)Nc1ccccc1C(=O)NC1CC1 | 4% | 16% | 9% | 2% | i | -58%[inhibitor] | 5% | -9%

Arranged by molecular weight (low to high): part of the list above.
SMILES | TDP43 rescue | EPAC2 antagonist | EPAC1 antag | EPAC1 agonist | PTHR1 agonist | FUS suppressor | EPAC2 agonist | aSyn rescue
O=C(Cn1c(=O)oc2ccccc21)Nc1ccc(F)c(F)c1 | 6% | 5% | 7% | -11% | i | -34% | -1% | -4%
O=S(=O)(NC1c2cccc3cccc(c23)C1N1CCN(CCO)CC1)c1ccccc1 (centres undefined) | -9% | -3% | 4% | 7% | -11%[57.5 µM] | 36% | 0% | -1%
CCCCn1c(N)c(N(CCC(C)C)C(=O)CCCc2nc3ccccc3s2)c(=O)[nH]c1=O | 13% | -3% | -5% | -6% | i | 16% | -8% | 6%

Remaining list, next part
SMILES | TDP43 rescue | EPAC2 antagonist | EPAC1 antag | EPAC1 agonist | PTHR1 agonist | FUS suppressor | EPAC2 agonist | aSyn rescue
Cc1cc(C)c2c(N)c(C(=O)NCC3CCCCC3)sc2n1 | ? | 11% | -15% | -14% | -31%[inhibitor][57.5 µM] | 0% | -5% | 10%
COc1nc(NCCc2ccc(OC)c(OC)c2)nc(OC)n1 | 30% | 12% | 5% | 9% | -23% | -16% | 9% | 4%
Cc1ccccc1OCC(=O)N/N=C/c1sc(=O)n(Cc2cccc(C(=O)O)c2)c1Cl | -9% | -11% | 8% | -2% | -8% | ? | -6% | 0%
COc1ccc(/C=C/C(=O)OCC(=O)Nc2ccc(Cl)cc2F)cc1S(=O)(=O)N1CCOCC1 | 3% | 16% | 12% | -11% | -5% | nt | -10% | -11%
CC(Sc1nnc2c(n1)[nH]c1ccccc12)C(=O)N(C)C1CCCCC1 (centres undefined) | 7% | -10% | -12% | 15% | -26% | 26% | 7% | 1%
CC/C(=N/NC(=O)CCC(=O)Nc1ccccc1OC)c1ccccc1 | 10% | 11% | 6% | 12% | i | nt | 2% | -7%
CSc1ccc(/C=N/NC(=O)c2cc(O)cc(O)c2)cc1 | 7% | -6% | -26% | -3% | -7% | 4% | -5% | -1%
O=C(OCC(=O)N1CCOCC1)c1ccc(Cl)cc1[N+](=O)[O-] | -10% | 2% | 7% | 3% | -9% | 25% | 14% | 6%
COc1ccc(S(=O)(=O)N(C)c2ccc(C(=O)Nc3cccnc3)cc2)cc1OC | 3% | 5% | -6% | 12% | i | 19% | 0% | -4%
COc1ccc(C(C(=O)NCc2ccccc2)N(Cc2cccs2)C(=O)c2cnccn2)cc1 (centres undefined) | 1% | 10% | 8% | 3% | -5%[57.5 µM] | -2% | 9% | 0%
COc1ccc(CNC(=O)c2cc(=O)c3cc(C)c(C)cc3o2)cc1 | -1% | -12% | -1% | -2% | -20% | -18% | 1% | -1%
Cc1c(-c2ccccc2)oc2c(C(=O)OCC(=O)Nc3ccc(C(N)=O)cc3)cccc2c1=O | 2% | -6%[57.1 µM] | -6% | -2% | -36%[inhibitor] | -12% | 16% | -1%
COCC(C)NC(=O)c1ccccc1[N+](=O)[O-] (centres undefined) | 18% | 8% | 4% | -8% | i | nt | -8% | -1%
C=CCNC(=O)c1snnc1-c1ccccc1 | 13% | 3% | -5% | 3% | i | -17% | -8% | 0%
Cc1ccccc1NC(=O)CSc1nc2ccccc2c(=O)n1CC1CCCO1 (centres undefined) | -13% | 1% | -19% | 6% | i | 22% | 19% | -12%
COC(=O)c1ccc(NC(=O)CN2CCOCC2)cc1 | -13% | 6% | -1% | 8% | i | 10% | 12% | 2%
COc1ccc(NC(=O)c2cc3ccccc3cc2OC)cc1OC | 27% | -23% | -5% | 12% | -2% | -9% | 10% | 1%
Cn1cc(/C=C2\SC(=S)N(NC(=O)c3ccccc3Cl)C2=O)c2ccccc21 | 7% | 23% | 68%[activator] | 100µM* | -8% | 0% | ? | -1%
Cc1ccccc1Oc1ccccc1N | 13% | -15% | 0% | 6% | -3% | -21% | 0% | -1%
CC(=O)NC(c1ccco1)c1cc(Cl)c2cccnc2c1O (centres undefined) | nt | ? | -12% | 5% | -49%[inhibitor] | -21% | 2% | nt
CN(CC(=O)Nc1ccccc1Br)C(=O)c1sccc1-c1ccccc1 | ? | -11% | -4% | -1% | -40%[inhibitor] | 4% | 7% | 12%
O=C(Cn1c(=O)oc2cc(S(=O)(=O)N3CCCC3)ccc21)NCc1ccccn1 | 17% | 3% | 6% | -9% | -23% | -2% | 2% | 0%
CCc1ccc2oc(-c3cc(N)cc(C)c3O)nc2c1 | 10% | 15% | -9% | -7% | -8% | 27% | -12% | 0%
CC(=O)CCN1CCOCC1 | -18% | -5% | 8% | 7% | -8%[57.5 µM] | -5% | 7% | 3%
O=C(c1ccco1)N1CCc2[nH]nc(-c3ccc(Cl)cc3)c2C1 | 7% | -10% | -30% | 0% | -26% | 2% | ? | -7%

Next part:
SMILES | TDP43 rescue | EPAC2 antagonist | EPAC1 antag | EPAC1 agonist | PTHR1 agonist | FUS suppressor | EPAC2 agonist | aSyn rescue
CC(=O)NCCc1ccc(C(=O)COC(=O)c2ccc(C)s2)cc1 | 13% | 3% | 5% | -2% | -19% | 5% | 3% | 1%
Cc1cccc(C(=O)OCC(=O)N(CC(C)C)c2c(N)n(Cc3ccccc3)c(=O)[nH]c2=O)c1O | 4% | 42%[activator] | 12% | 9% | -3% | -6% | -11% | 1%
CCOC(=O)C1CCN(C(=O)COc2ccc(N(C)S(=O)(=O)c3ccc(OCC)cc3)cc2)CC1 | -1% | -5% | -9% | -10% | 5% | 13% | 8% | 0%
O=C(CCCc1ccccc1)N=C1SC2CS(=O)(=O)CC2N1c1ccccc1 (centres undefined) | 16% | -10% | -16% | 10% | -47%[inhibitor] | -15% | -1% | 5%
CC(=O)[C@H]1CC[C@H]2[C@@H]3CC=C4C[C@@H](O)CC[C@]4(C)[C@H]3CC[C@]12C | -4% | 1% | -10% | 0% | i | -26% | 1% | 12%
CCOC(=O)CNC(=O)C(CO)NC(=O)OCc1ccccc1 (centres undefined) | 0% | -2% | 6% | 7% | -3%[57.5 µM] | -6% | 3% | -4%
Cc1cc(NCCN2CCOCC2)n2c(nc3ccccc32)c1C#N | 0% | 12% | 12% | 0% | i | -5% | -4% | 0%

A portion of the library; count on the stated rates, not on these rows.
